# Screening data: PubChem BioAssay, several laboratories
# MEX-5 binding: MEX-5 zinc finger RNA-binding disruptors – biochemical, C. elegans, fluorescence polarization, MLPCN library, primary screen; Zinc finger protein mex-5 (Caenorhabditis elegans), Q9XUB2; MEX-5/FITC-TCR2 RNA binding; stronger effect = lower value; activity score (negative = inhibition of binding), % at 10 µM; hit rate 0.38% among 300,000;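 active = inhibition past about -25% in most replicates, and total fluorescence under double the plate's negative control median, limit read from the data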;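 note: 0% = DMSO and -100% = 5 µM competing unlabeled TCR2 RNA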
# Target sequence (Q9XUB2 whole entry, looked up): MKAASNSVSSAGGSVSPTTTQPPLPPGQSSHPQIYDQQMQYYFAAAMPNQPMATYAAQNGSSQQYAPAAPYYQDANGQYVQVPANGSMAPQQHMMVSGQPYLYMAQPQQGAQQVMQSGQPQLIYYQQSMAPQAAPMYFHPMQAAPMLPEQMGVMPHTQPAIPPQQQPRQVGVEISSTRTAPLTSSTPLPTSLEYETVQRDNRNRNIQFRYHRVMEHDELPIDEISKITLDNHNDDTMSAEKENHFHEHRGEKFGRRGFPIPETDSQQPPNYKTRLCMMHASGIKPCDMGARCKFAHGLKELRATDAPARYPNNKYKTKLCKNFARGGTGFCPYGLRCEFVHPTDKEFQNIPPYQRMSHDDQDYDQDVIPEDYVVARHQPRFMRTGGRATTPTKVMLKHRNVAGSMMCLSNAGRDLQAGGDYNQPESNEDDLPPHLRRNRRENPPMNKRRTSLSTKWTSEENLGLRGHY
# PME-1 primary: PME-1 inhibitors via competitive probe labeling, primary screen, biochemical, fluorescence polarization, FP-Rh probe, HTS. Protein phosphatase methylesterase 1 (Homo sapiens), Q9Y570. recombinant PME-1. inhibition, % at 5.9 µM. hit rate 0.53% among 320,000. AID 2130, 2009;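 active = inhibition above the campaign mean of all compounds plus 3 SD, cut at about 26% in these data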;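 note: competitive labeling of PME-1 active site by serine hydrolase directed probe; 0% = PME-1 with DMSO and 100% = wells lacking PME-1 enzyme; inhibitors block probe labeling so polarization falls and inhibition rises; many of its hits are not listed in these tables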
# GLD-1 TGE inh: GLD-1/TGE RNA complex disruptors, primary screen, biochemical, fluorescence polarization. Female germline-specific tumor suppressor gld-1 (Caenorhabditis elegans), Q17339. purified GLD-1 + fluorescein TGE RNA. inhibition, % at 5.96 µM. hit rate 0.44% among 320,000. AID 2280, 2010;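 active = percent inhibition above a per-plate cutoff, the plate mean of test compounds plus 3 SD, cut at about 30% in these data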;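 note: 0% = DMSO wells with GLD-1 and probe and 100% = wells lacking GLD-1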
# AHR activator: AHR activators, primary screen, cell-based, luminescence, luciferase reporter, human | AID 2796, 2010 | hit rate 2.5% among 320,000 | activation, % at 5 µM | AHR-responsive luciferase reporter cells; in the data active = activation above about 47%;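 note: 0% = vehicle wells and 100% = reference agonist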
# PAFAH1B2 inh: PAFAH1B2 enzyme inhibitors, primary screen, biochemical, fluorescence polarization, human | hit rate 1.2% among 340,000 | recombinant PAFAH1B2, FP-rhodamine activity probe | Platelet-activating factor acetylhydrolase IB subunit alpha2 (Homo sapiens), P68402 | AID 492953, 2010 | inhibition, % at 3.39 µM;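 active = inhibition above the mean of all tested compounds plus 3 SD, cut at about 24% in these data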;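 note: 0% = enzyme with DMSO and 100% = wells lacking PAFAH1B2; many of its hits are not listed in these tables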
# BCLXL inh: inhibitors of human Bcl-xL, primary screen, biochemical, fluorescence polarization, HTS | AID 2129, 2009 | GST-Bcl-xL / FITC-Bim BH3 peptide fluorescence polarization | inhibition, % at 10.9 µM | hit rate 0.7% among 320,000;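 active = inhibition above the mean of all tested compounds plus 3 SD, cutoff set per campaign, cut at about 30% in these data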;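 note: 0% = DMSO wells and 100% = unlabeled Bim-BH3 peptide competitor; inhibitors lower millipolarization by displacing the labeled peptide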
# MCL1-BIM inh: inhibitors of MCL1 binding to BIM-BH3, primary screen, biochemical, fluorescence polarization. inhibition, % at 10.9 µM. GST-MCL1 / FITC-Bim-BH3 fluorescence polarization. Induced myeloid leukemia cell differentiation protein Mcl-1 (Homo sapiens), Q07820. AID 2057, 2009. hit rate 0.68% among 320,000;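 active = inhibition above the mean inhibition of all tested compounds plus 3 SD, set per campaign, cut at about 40% in these data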;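 note: 0% = DMSO wells and 100% = unlabeled Bim-BH3 peptide control; higher means more loss of mP so more displacement of Bim peptide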
# Target sequence (Q07820 whole entry, looked up): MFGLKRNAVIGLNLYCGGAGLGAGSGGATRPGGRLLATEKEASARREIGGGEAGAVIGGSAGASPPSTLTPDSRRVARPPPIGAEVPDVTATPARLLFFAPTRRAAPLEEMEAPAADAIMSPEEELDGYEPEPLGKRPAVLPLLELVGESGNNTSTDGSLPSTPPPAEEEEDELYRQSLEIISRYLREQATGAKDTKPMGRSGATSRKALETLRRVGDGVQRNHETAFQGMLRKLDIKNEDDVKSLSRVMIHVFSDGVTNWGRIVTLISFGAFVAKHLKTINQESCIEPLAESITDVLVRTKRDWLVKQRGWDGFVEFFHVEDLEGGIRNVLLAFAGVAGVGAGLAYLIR
# pPAFAH FP inh: pPAFAH enzyme inhibitors, primary screen, biochemical, fluorescence polarization, human | Platelet-activating factor acetylhydrolase (Homo sapiens), Q13093 | recombinant pPAFAH, FP-rhodamine probe fluorescence polarization | inhibition, % at 3.39 µM | hit rate 1.5% among 330,000 | AID 463082, 2010;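 active = inhibition above the mean inhibition across the screen plus 3 SD, cut at about 25% in these data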;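 note: inhibitors block binding of the rhodamine activity-based probe so polarization drops; 0% = enzyme with DMSO and 100% = wells lacking pPAFAH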
# Fam108B inh: mouse Fam108B serine hydrolase inhibitors, primary screen, counter-screen for RBBP9 inhibitor project, biochemical, fluorescence polarization; recombinant Fam108B, FP-Rh probe fluorescence polarization; hit rate 0.33% among 300,000; AID 1947, 2009; inhibition, % at 9.51 µM;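 active = inhibition above the screen mean inhibition plus 3 SD, computed separately per campaign, cut at about 18% in these data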;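 note: inhibitors lower polarization as less probe binds the enzyme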
# The depositor's hits bear a star; · = not tested or not shown. Not all compounds are listed. The share of hits here may be higher or lower than overall.
no.	SMILES	MCL1-BIM inh	Fam108B inh	MEX-5 binding	AHR activator	PAFAH1B2 inh
1	CCN1C(=O)N[C@@H](c2cccc(C(F)(F)F)c2)C(C(=O)OC)=C1C	2	-1	1.0	-1	-8
2	O=C(NCC1COc2ccccc2O1)C1CCCN(S(=O)(=O)c2cccc3cccnc23)C1 (configuration not stated)	3	2	·	4	-3
3	CCCS(=O)(=O)c1nc(S(=O)(=O)c2ccc(C)cc2)c(N2CCN(CCO)CC2)s1	0	0	4.1	1	3
4	O=C1C(Cl)=C(NC2CCCCC2)C(=O)N1Cc1ccccc1	-1	-1	1.2	1	4
5	O=C(Cn1cc(C(F)(F)F)ccc1=O)N/N=C/c1ccc(Cl)cc1Cl	7	0	2.2	7	1
6	O=S(=O)(N/N=C\C=C\c1ccccc1)c1ccc(Cl)cc1	5	3	0.2	0	7
7	Cc1cc(C)c(NC(=O)CS(=O)CC(=O)NCCN2CCCCCC2)c(C)c1 (configuration not stated)	3	1	0.2	0	-2
8	COC(=O)C1=C(C)N(c2cc(C)cc(C)c2)/C(=C/c2ccco2)C1=O	-9	-1	-1.7	0	1
9	CCCc1ccc(NC(=O)C2CCN(c3cnccn3)CC2)cc1	-5	-3	-0.3	3	4
10	CCN(C(=O)COc1cc(OC)ccc1C(C)=O)C1CCS(=O)(=O)C1 (configuration not stated)	3	·	·	-1	-5
11	Cc1ccccc1CSc1nc2c(c(=O)[nH]1)CCCC2	0	3	-0.3	7	·
12	CCCOc1ccc(C(=O)CCNc2ccc(C)c(Cl)c2)cc1	-3	0	3.5	4	3

no.	pPAFAH FP inh	GLD-1 TGE inh	BCLXL inh	PME-1 primary
1	-2	2	2	2
2	1	0	4	5
3	-5	-2	3	-3
4	3	6	3	-4
5	-5	1	5	-5
6	4	5	6	0
7	3	3	0	-5
8	7	-2	1	0
9	0	0	-2	-4
10	2	-1	3	5
11	51*	3	5	-2
12	-3	4	-2	-7

# Following part.
no.	SMILES	MCL1-BIM inh	Fam108B inh	MEX-5 binding	AHR activator	PAFAH1B2 inh
13	CC(=O)Nc1ccc(-n2nnnc2SCC(=O)NC2CCCC2)cc1	0	-1	0.2	0	3
14	CC1C(=O)NN=C1C(=O)N/N=C/c1cccs1 (configuration not stated)	4	-2	-12	7	4
15	COc1ccc(C(=O)NC(C)c2cccnc2)cc1S(=O)(=O)N(C)Cc1ccccc1 (configuration not stated)	·	·	·	2	-1
16	CCOC(=O)C1=C(C)OC(N)=C(C#N)C1c1ccsc1 (configuration not stated)	-1	6	-0.6	-3	4
17	CCC(C)(C(=O)NC1CCCCC1)N(C(=O)c1ccccn1)c1ccccc1 (configuration not stated)	11	-2	2.1	-2	4
18	O=C(N/N=C/c1coc2ccccc2c1=O)c1cccc([N+](=O)[O-])c1	11	3	0.5	1	2
19	Cc1ccc2c(c1)c1c(c(=O)n(-c3ccccc3)c(=O)n1CC(=O)NCC1CCCO1)n2C (configuration not stated)	-2	1	-0.9	1	0
20	Cc1cccc(-c2nnc(NC(=O)c3ccc(N4C(=O)CCC4=O)cc3)s2)c1	-1	0	-3.1	12	3
21	S=c1[nH]nc(-c2ccccc2)o1	-24	-1	1.1	-2	1
22	Cc1c(C(=O)N(C)CCC#N)oc2ccc(S(=O)(=O)N3CC(C)CC(C)C3)cc12 (configuration not stated)	-2	1	-2.9	3	0
23	CCC(C)(C)n1nnnc1C(c1ccc(C)cc1)N1CCN(Cc2cccnc2)CC1 (configuration not stated)	6	4	-1.2	6	4
24	CCOC(=O)[C@H]1[C@H]2COc3ccc(Br)cc3[C@@H]2N2C(=O)c3cc(Br)ccc3NC(=O)[C@@]12C	-2	-44	·	1	-13

no.	pPAFAH FP inh	GLD-1 TGE inh	BCLXL inh	PME-1 primary
13	1	2	3	-4
14	2	2	7	-7
15	1	1	·	·
16	1	6	0	2
17	0	5	5	3
18	2	-5	1	-2
19	-1	3	2	-3
20	4	3	2	-5
21	0	0	-33	2
22	4	-2	1	5
23	3	10	8	0
24	-10	6	6	-57

# The list goes on.
no.	SMILES	MCL1-BIM inh	Fam108B inh	MEX-5 binding	AHR activator	PAFAH1B2 inh
25	O=C(C1CCC(=O)N(C2CC2)C1)N(CCO)Cc1ccccc1 (configuration not stated)	-10	1	-0.9	2	5
26	O=C(O)CCc1nc2ccccc2n(CCc2ccccc2)c1=O	2	-8	-1.7	-3	-6
27	CC(=O)Nc1ccc(S(=O)(=O)Nc2nnc(C(C)C)s2)cc1	1	-4	-0.4	2	1
28	CCCc1c(C)nn(C(=O)/C(C#N)=N/Nc2ccccc2[N+](=O)[O-])c1C	2	-4	0.0	2	2
29	CC1=C(C(=O)Nc2ccccc2)C(c2ccco2)NC(=S)N1 (configuration not stated)	14	1	-1.6	2	3
30	CCC(=O)NNc1ccc(Br)cc1	4	0	-2.5	-1	0
31	Cc1ccc(C2(C)NC(=O)N(CC(=O)Nc3ccc4c(c3)OCO4)C2=O)cc1 (configuration not stated)	-8	3	1.2	7	-2
32	Cc1cccc(-c2nc3c(c(SCC(=O)N(C)C)n2)CCCC3)c1	2	-3	1.1	16	2
33	C[C@@H]1CN([C@@H](C)CO)C(=O)Cc2cc(NC(=O)Nc3ccc4c(c3)OCO4)ccc2O[C@@H]1CN(C)C(=O)NC1CCCCC1	·	·	·	0	6
34	COc1ccccc1N1CCN(C2CCCN(C(=O)CCn3cncn3)C2)CC1 (configuration not stated)	21	-2	-0.9	1	-1
35	COc1cccc(CN(C)CC(=O)Nc2ccccc2C(C)C)c1	-5	2	0.4	-3	3
36	COc1cccc(NC(=O)CN(C)C(=O)C(CCSC)NC(=O)c2ccco2)c1 (configuration not stated)	11	·	·	4	2

no.	pPAFAH FP inh	GLD-1 TGE inh	BCLXL inh	PME-1 primary
25	0	-3	5	0
26	2	-1	0	-6
27	4	3	2	-1
28	5	5	10	-3
29	-2	0	5	-5
30	2	-3	2	3
31	-3	1	-2	-3
32	4	9	4	1
33	9	1	·	·
34	1	-4	4	9
35	5	1	3	11
36	1	0	10	0

# (continued)
no.	SMILES	MCL1-BIM inh	Fam108B inh	MEX-5 binding	AHR activator	PAFAH1B2 inh
37	CC(=O)c1ccc(NC(=S)N2CCCC(CO)C2)cc1 (configuration not stated)	10	-1	-3.9	13	-5
38	Cc1ccc(C)c(Cn2c3ccccc3c3cnn(CC(=O)NCCCN4CCCCC4)c(=O)c32)c1	4	3	-3.5	0	-1
39	Cc1ccc(-n2c(SCC(=O)OC(C)C)nnc2-c2ccncc2)cc1	-6	-1	-1.9	-1	1
40	Cc1ccc(OCCSc2nc3ccccc3n2CC(=O)O)cc1	6	3	-0.7	1	22
41	CCOc1ccc(NC(=O)c2nccnc2CO)cc1	-4	3	-1.5	5	2
42	CC(=O)C1=C(O)C(=O)N(Cc2ccccc2)C1c1ccc(N(C)C)cc1 (configuration not stated)	13	0	0.5	1	-5
43	COc1ccccc1NC(=O)c1ccccc1NS(C)(=O)=O	8	-2	2.9	2	1
44	CCN1CCN(C(=O)c2ccccc2N(Cc2ccccc2)S(C)(=O)=O)CC1	-3	6	3.5	-2	3
45	CC(C)C(NC(=O)C1CCCCC1)C(=O)N1CCN(c2ccc(F)cc2)CC1 (configuration not stated)	-1	2	-3.8	-3	3
46	O=C(O)CCC/C=C\C[C@@H]1[C@@H](/C=C/[C@@H](O)COc2cccc(Cl)c2)[C@H](O)C[C@@H]1O	14	5	1.9	1	2
47	O=C1c2ccccc2C(Nc2ccc(Cl)cn2)N1c1cccnc1 (configuration not stated)	-2	-4	1.6	-3	-3
48	Cc1ccc(C(=O)Nc2ccc(F)c(S(=O)(=O)N3CCOCC3)c2)s1	·	·	·	19	2
49	C[C@H]1COC(=O)[C@@H](Cc2ccc(F)cc2)C/C=C\C[C@@H](CC(=O)NCCO)C(=O)N1	·	·	·	-1	2
50	CC(=O)N1CCN(c2ccc([N+](=O)[O-])c(-n3nc(C)cc3C)c2)CC1	-1	2	0.6	0	6
51	Cc1ccc(S(=O)(=O)CC(=O)N2CCN(c3ccc([N+](=O)[O-])cc3)CC2)cc1	·	·	·	-1	3

no.	pPAFAH FP inh	GLD-1 TGE inh	BCLXL inh	PME-1 primary
37	3	6	4	9
38	-1	2	0	-4
39	1	-6	-12	-4
40	-8	11	1	-9
41	3	6	0	-3
42	5	-3	4	-1
43	5	0	0	-6
44	8	-5	-2	0
45	7	6	5	0
46	1	-1	7	3
47	1	5	3	1
48	1	1	·	·
49	2	3	·	·
50	5	7	5	-6
51	0	-1	·	·
